Source: PubChem BioAssay (National Center for Advancing Translational Sciences (NCATS))
D3 ag = D3 dopamine receptor (human) agonism. hit rate 0.58% among 410,000. AID 652048. D3R DiscoveRx beta-arrestin cells, luminescence, 90 min. P35462. max activation, %; in the data active means max activation above about 30%; further: 0% is about no effect; mostly tested at two doses, the higher about 12 µM
Target sequence (P35462 whole entry, looked up): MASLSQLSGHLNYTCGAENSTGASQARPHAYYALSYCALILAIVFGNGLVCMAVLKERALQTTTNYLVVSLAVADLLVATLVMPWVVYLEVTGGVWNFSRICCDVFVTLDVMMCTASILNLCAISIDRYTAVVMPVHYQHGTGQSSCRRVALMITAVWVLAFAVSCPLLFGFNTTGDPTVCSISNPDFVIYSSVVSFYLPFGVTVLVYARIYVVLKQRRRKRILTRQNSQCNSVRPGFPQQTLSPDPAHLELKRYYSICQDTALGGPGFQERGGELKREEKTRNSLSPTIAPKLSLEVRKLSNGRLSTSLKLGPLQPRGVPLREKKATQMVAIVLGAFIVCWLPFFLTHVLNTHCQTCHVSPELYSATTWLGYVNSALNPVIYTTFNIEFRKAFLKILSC
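Agonist-mode cell screen: cells plated at 1500/well and incubated overnight at 37 °C, then exposed to library compounds for 90 min at 37 °C. Detection reagent was added for 30–60 min at room temperature, and luminescence was read.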
DRD3 antagonist = antagonists of human D3 dopamine receptor | P35462 | D3R cells, DiscoveRx beta-arrestin luminescence, antagonist mode; hits give low values | max response, negative = inhibition, % | hit rate 2.5% among 360,000; in the data active means max response below about -50%; inconclusive means no clear call, values can overlap the other calls; further: on the % scale 0 is the no-effect control and ±100 the full control effect; mostly tested at two doses, the higher about 12 µM
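Cells expressing the human receptor were seeded at 1500 cells/well, incubated overnight at 37 degrees C in 5% CO2, then exposed to library compounds with dopamine controls for 90 minutes at 37 degrees C before luminescent detection.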
KB-3-1 tox = kills parental KB-3-1 adenocarcinoma cells; KB-3-1 viability, CellTiter-Glo ATP luminescence, 72 h; Potency, µM (series often up to 46.1 µM), for inactives: top-dose activity change, negative = cytotoxic, most hits filed as cytotoxic; hit rate 1.4% among 400,000; further: potency means the concentration at half of the fitted maximal effect; on the % scale 0 is the no-effect control and ±100 the full control effect; nearly all actives have a fitted effect of over 60% in size
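KB-3-1 parental drug-naive adenocarcinoma cells in DMEM/10% FBS, incubated 72 h at 37 C with pin-transferred compounds across a concentration series. Viability by CellTiter-Glo luminescence; concentration-response curves fitted after normalization.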
GLP-1R agonist = activates the human GLP-1 receptor; HEK293 GLP-1R CRE-luciferase, luminescence, 4-6 h; cells express a hypersensitive GLP-1R form; Potency, µM (titrated, usually from 45.6 µM), without a hit: at the top dose activation, actives largely listed as activators; hit rate 0.007% among 380,000; further: potency means the concentration at half of the fitted maximal effect; % of control where 0% means no effect
Target sequence (P43220 whole entry, looked up): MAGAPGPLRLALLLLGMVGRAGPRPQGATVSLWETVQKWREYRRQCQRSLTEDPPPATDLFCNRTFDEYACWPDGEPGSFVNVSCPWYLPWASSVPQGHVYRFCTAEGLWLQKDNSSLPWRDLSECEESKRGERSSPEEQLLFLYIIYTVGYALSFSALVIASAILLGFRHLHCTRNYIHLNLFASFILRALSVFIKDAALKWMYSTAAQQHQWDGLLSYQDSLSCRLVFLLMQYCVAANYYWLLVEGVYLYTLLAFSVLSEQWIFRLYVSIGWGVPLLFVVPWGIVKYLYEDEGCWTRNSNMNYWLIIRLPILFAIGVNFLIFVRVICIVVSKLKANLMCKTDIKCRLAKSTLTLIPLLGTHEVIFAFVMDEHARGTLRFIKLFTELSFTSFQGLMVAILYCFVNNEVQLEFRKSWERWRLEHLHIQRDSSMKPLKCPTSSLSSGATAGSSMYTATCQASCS
HT1080 IDH1KD tx = HT-1080 IDH1 knockdown cell toxicity (counter line). hit rate 2% among 360,000. Potency, µM (titrated, usually from 46.1 µM), for inactives: at the highest dose activity, negative = toxicity, hits mostly cytotoxic. HT-1080 IDH1 knockdown viability, ATP luminescence, 48 h;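 further: potency means the concentration at half of the fitted maximal effect; 0% = DMSO wells and -100% = cell-free medium wells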
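HT-1080-IDH1KD cells (IDH1 knocked down), 750/well in RPMI with 5% FBS, treated with compound 48 h at 37 degrees C. Viability by CellTiter-Glo luminescence, normalised to DMSO and no-cell wells; concentration-response curves classed.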
KB-V1 cytotox = KB-V1 MDR subline cytotoxicity. KB-V1 MDR cells viability, CellTiter-Glo, 72 h. Potency, µM (series often up to 46.1 µM), without a hit: at the top dose activity change, negative = cytotoxicity, most hits filed as cytotoxic. hit rate 3.4% among 400,000. AID 1347076; further: potency means the concentration at half of the fitted maximal effect; on the % scale 0 is the no-effect control and ±100 the full control effect; nearly all actives have a fitted effect of over 60% in size
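Cytotoxicity toward P-gp-expressing KB-V1 cells was determined as loss of CellTiter-Glo luminescence after 72 h at 37 degrees C. Compounds were tested in quantitative HTS format across a concentration range, with curves fitted to normalized data.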
HT1080-NT tox = kills 2HG-producing HT-1080-NT fibrosarcoma cells. Potency, µM (titrated, usually from 46.1 µM), for inactives: at the highest dose activity, negative = less viability, actives largely listed as cytotoxic. hit rate 1.6% among 360,000. HT-1080-NT fibrosarcoma viability, CellTiter-Glo ATP luminescence, 48 h;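 further: NT is the 2HG producing partner of a matched IDH1 knockdown line; potency means the concentration at half of the fitted maximal effect; 0% = DMSO-treated cells and -100% = media-only wells without cells; nearly all actives have a fitted effect of over 55% in size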
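Luminescent CellTiter-Glo readout after 48 hours of compound exposure at 37 degrees C defined viability of HT-1080-NT cells. Activity was normalized to DMSO wells and cell-free media wells; concentration-response curves were fitted and assigned curve classes.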
IL1B secr inh = blocks inflammasome-driven IL-1 beta release; hit rate 4.7% among 360,000; activity change, % at 57.5 µM; AID 743279; THP-1 LPS/ATP IL-1B secretion, AlphaLISA, 16 h; hits give low values; in the data active means activity change below about -50%; inconclusive means mostly about -30% to -49%; further: on the % scale 0 is the no-effect control and ±100 the full control effect
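Secreted IL-1B measured by AlphaLISA bead assay after 16 h compound exposure of THP-1 cells; compounds (final up to 57.5 uM) added 1 h before LPS (250 ng/mL) and ATP (1.25 mM) stimulation; lower signal means less secretion.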
SW480 rerep = induces DNA re-replication in SW480 colon adenocarcinoma cells; SW480 DNA re-replication, Hoechst DNA content imaging, 48 h; Potency, µM (top dose mostly 46.1 µM), for inactives: at the highest dose re-replication activation, most hits filed as activators; hit rate 1.8% among 340,000; AID 624297; further: potency means the concentration at half of the fitted maximal effect; % of control where 0% means no effect; nearly all actives have a fitted effect of over 55% in size
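250 cells/well; 23 nL cpd via pin tool; 48 hr, 37 C, 5% CO2; Hoechst 40 min; imager read of total nuclear intensity, ex 405/em 500-530 nm.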
An asterisk follows results filed as active; ? = inconclusive; nt = no result given; [ ] = another dose, or the depositor's remark. Unless noted, the call rests on the fitted dose curve; in most records, active means well fitted curve in the direction sought with a large enough effect; inconclusive means small, poorly fitted or top-dose-only effect, or another doubt; inactive means no such curve, though single readings can be large; an effect the other way counts as inactive or inconclusive.

SMILES	D3 ag	DRD3 antagonist	KB-3-1 tox	GLP-1R agonist	HT1080 IDH1KD tx	KB-V1 cytotox	HT1080-NT tox	IL1B secr inh	SW480 rerep
Cc1ccc(-c2nc(CS(=O)(=O)CC(=O)NCc3cccc(F)c3)c(C)o2)cc1	0	6	5%	8%	-17%	0%	-1%	-15	1%
COc1ccccc1N1CCN(C(=O)CSc2nnc(-c3ccoc3C)o2)CC1	2	46	4%	-3%	0%	?	6%	-14	15%
COc1ccc(CCn2c(=S)[nH]c3ccc(N4CCOCC4)cc3c2=O)cc1OC	4	5	5%	-2%	-12%	?	-26%	56	19%
O=C(NNS(=O)(=O)c1ccc(Br)cc1)NC1CCCCC1	-5	?	0%	4%	-6%	-7%	-1%	-14	-1%
CN1CCC(OC(=O)C23CCC(C)(C(=O)O2)C3(C)C)CC1 (stereo not drawn)	8	7	-4%	-1%	20%	-10%	25%	7	-10%
Cc1ccc(S(=O)(=O)n2ccc3c2CCCC3=O)cc1	5	4	-13%	24%	0%	-9%	8%	-30	0%
Cc1nc(=O)c(-c2ccccc2)c(C)n1CCCCCC(=O)O	0	18	4%	-8%	21%	29%	14%	0	-3%
O=C(O)c1ccc(Oc2cccc([N+](=O)[O-])c2)cc1C(=O)O	1	10	6%	1%	1%	-1%	8%	9	1%
Cc1ccc2c(c1)nnn2C1CCN(C(=O)C23CC4CC(CC(C4)C2)C3)CC1	-14	-22	-26%	-8%	4%	?	8%	-3	0%
Brc1ccc(-c2csc(NNC3=NCCCCC3)n2)cc1	0	-21	?	0%	-2%	11%	-7%	-53*	3%
O=C(O)Cc1ccc(NC(=O)Nc2ccc3c(c2)OCO3)cc1	-3	-9	-3%	5%	-3%	0%	0%	-14	-14%
CC(C)Cn1c(CN2C(=O)c3ccccc3C2=O)nc2ccccc2c1=O	2	17	8%	-4%	-5%[9.24 µM]	-27%	2%	27	-10%
c1coc(-c2nnc(SCc3cn4ccccc4n3)o2)c1	-6	-10	4%	8%	0%	-7%	-2%	-7	0%
CCOC(=O)C1=C[C@@H](C(C)C)N(S(=O)(=O)c2ccc(C)cc2)[C@H]1c1ccccc1F	6	9	-8%	13%	-19%	-7%	-1%	-3	nt
Cc1ccc(C(=O)NCCCNc2ccc(C(F)(F)F)cc2[N+](=O)[O-])cc1	-4	3	0%	-2%	-8%	?	-11%	0	nt
CCCN(CCC)C(=O)Cn1c(=O)n(-c2ccc(OC)cc2)c(=O)c2ccc(C(=O)NCc3ccc(C)cc3)cc21	13	nt	14%	-2%	nt	?	nt	nt	nt
COc1ccc(Cl)cc1NC(=O)CN(C)C(=O)c1cn(-c2ccccc2)nc1-c1cccnc1	-5	-12	9%	1%	-28%	?	-10%	-91*	?
NC(=O)c1c(NC(=O)COC(=O)c2ccc(S(=O)(=O)Nc3ccccc3)cc2)sc2c1CCCC2	7	-12	-1%	2%	?	-2%	?	-4	7%
COc1ccc(CCC(=O)NCCc2csc(-c3ccc(C(F)(F)F)cc3)n2)cc1	-9	nt	-12%	-1%	nt	-54%	nt	nt	nt
Cc1ccc(N2NC3(CCN(C(N)=O)CC3)NC2=O)cc1	5	0	-9%	12%	6.5µM*	-16%	5.8µM*	9	19%
COc1ccc(S(=O)(=O)N(C)C)cc1NS(=O)(=O)c1ccc(F)c(F)c1F	1	1	-2%	2%	13%	4%	0%	17	3%
COc1ccc(NC(=S)NC(=O)c2cc3ccccc3o2)c(OC)c1	26	4	21%	-11%	13%	11%	7%	-3	-2%
Cc1ccc(NC(=O)C[n+]2cc(-c3ccc(C)cc3)n3c2CCC3)cc1	-29	-66*	-6%	1%	-1%	4%	-8%	nt	-44%[inhibitor]
CCC1(CC)NC(=O)N(CC(=O)Nc2ccc(S(=O)(=O)N3CCOCC3)cc2)C1=O	2	16	1%	-8%	7%	-4%	13%	11	1%
COc1ccc(C2/C=C\CN(S(=O)(=O)/C=C/c3ccccc3)[C@H](Cc3ccccc3)C(=O)N2Cc2ccc(F)cc2)cc1 (stereo partly drawn)	-18	-25	4%	-1%	1%	-2%	2%	-8	6%

Whole records, quoted from the list. Values in the order: D3 ag	DRD3 antagonist	KB-3-1 tox	GLP-1R agonist	HT1080 IDH1KD tx	KB-V1 cytotox	HT1080-NT tox	IL1B secr inh	SW480 rerep
`CN1CCC(OC(=O)C23CCC(C)(C(=O)O2)C3(C)C)CC1` (stereo not drawn) is listed with 8	7	-4%	-1%	20%	-10%	25%	7	-10%
`Cc1nc(=O)c(-c2ccccc2)c(C)n1CCCCCC(=O)O` is listed with 0	18	4%	-8%	21%	29%	14%	0	-3%
`Cc1ccc(C(=O)NCCCNc2ccc(C(F)(F)F)cc2[N+](=O)[O-])cc1` is listed with -4	3	0%	-2%	-8%	?	-11%	0	nt
`COc1ccccc1N1CCN(C(=O)CSc2nnc(-c3ccoc3C)o2)CC1` is listed with 2	46	4%	-3%	0%	?	6%	-14	15%
`CC(C)Cn1c(CN2C(=O)c3ccccc3C2=O)nc2ccccc2c1=O` is listed with 2	17	8%	-4%	-5%[9.24 µM]	-27%	2%	27	-10%

(further entries)
SMILES	D3 ag	DRD3 antagonist	KB-3-1 tox	GLP-1R agonist	HT1080 IDH1KD tx	KB-V1 cytotox	HT1080-NT tox	IL1B secr inh	SW480 rerep
O=[N+]([O-])c1ccc2nc(NS(=O)(=O)c3ccc(Cl)cc3)sc2c1	-4	-14	8%	-1%	-15%	7%	-3%	11	0%
Clc1cccc(Cc2c(-c3cccc(Br)c3)nc3ccc(Br)cn23)c1	5	9	0%	25%	-20%	3%	-22%	-3	nt
O=C(Nc1ccccc1N1CCCC1)c1ccccc1Cl	2	5	8%	8%	-1%	62%	6%	-11	2%
Cc1cc(NC(=O)CCC(=O)N(CC(=O)NCC2CCCO2)c2ccc(C)c(C)c2)no1 (stereo not drawn)	2	10	18%	2%	4%	7%	8%	0	-3%
Cc1ccc(CSCCNC(=O)c2ccc(Cl)c(S(=O)(=O)N3CCOCC3)c2)cc1	1	4	21µM*	-4%	-25%	3.7µM*	-2%	-10	1%
Cc1ccc(CN2C(=O)C(F)(F)Oc3ccccc32)cc1	-5	0	0%	14%	1%	5%	-16%	16	nt
O=C(CC1SC(N2CCCCC2)=NC1=O)Nc1cccc(C(=O)O)c1 (stereo not drawn)	-8	2	1%	-8%	7%	?	11%	5	1%
Cc1ccc(C)c(NC(=O)C(=O)NCC2CCCN2S(=O)(=O)c2cccs2)c1 (stereo not drawn)	2	6	9%	15%	-6%	-7%	4%	-3	-2%
COc1ccc(-c2cc3nc(C)cc(N)n3n2)cc1	-3	-8	?	-25%	16µM*	?	?	22	-7%
Clc1ccc(CN2CC[C@H]3C=CCc4cccc(c43)C2)cc1	-13	-84*	?	-2%	-16%	-2%	-9%	18	13%
COc1ccc(C(C(=O)NCC2CCCO2)N(C(=O)Cn2nnc3ccccc32)c2ccc(NC(C)=O)cc2)c(OC)c1 (stereo not drawn)	2	17	5%	10%	20%	3%	24%	32	1%
CCCNC(=O)COC(=O)c1ccccc1OCC(=O)Nc1ccc(Br)cc1	2	-3	1%	3%	-7%	?	2%	2	-5%
Cc1cccc(CNc2ncc(-c3cccc([N+](=O)[O-])c3)n2C)c1	-3	-9	-2%	9%	2%	?	-5%	-27	2%
CC(C)CCN1CCN(CC#Cc2ccccc2)CC1CCO (stereo not drawn)	-7	-18	-3%	6%	-7%	-10%	-13%	-1	0%
Cc1c(=O)n(OCc2ccccn2)c2ccccc2[n+]1[O-]	0	-18	9%	-5%	10%	9%	15%	11	0%
CC(=O)C[C@H](O)CC(=O)[C@H]1OC(=O)CCCCCCc2ccccc21	7	27	3%	2%	3%	-4%	5%	15	-4%
O=C(c1ccc(C(F)(F)F)cc1)C1CCCN(C(=O)Cn2cncn2)C1 (stereo not drawn)	-23	-13	nt	1%	-12%	nt	-5%	19	-2%
COc1cc(C(=O)Nc2ccc([N+](=O)[O-])cn2)cc(OC)c1OC	-18	-20	?	-2%	-3%	-19%	-2%	-1	102%
O=C(CCCN1C(=O)c2ccccc2C1=O)N1CCCCC1	-13	-26	6%	7%	16%	0%	15%	-13	-2%
CCCc1[nH]nc2c1C(c1cc(OC)cc(OC)c1)C(C#N)=C(N)O2 (stereo not drawn)	-4	-14	-2%	-7%	13%	8%	22%	?	0%
CCCN(CCC)C(=O)CSc1nc2n[nH]c(C)c2c(=N)n1-c1ccc(OCC)cc1	2	-50*	?	-3%	?	?	-21%	-5	-3%
CCOC(=O)N1CCN(c2cc(N3CCN(CC)CC3)c(F)cc2[N+](=O)[O-])CC1C (stereo not drawn)	-7	-10	-2%	-17%	?	?	0%	?	5%
CC1(c2ccc(OC(F)F)cc2)NC(=O)N(CC(=O)NC2CCCC2)C1=O (stereo not drawn)	1	-17	1%	2%	-3%	-29%	-5%	-10	17%
CCc1cc2c(-c3ccccc3)cc(=O)oc2c(CN2CCOCC2)c1O	-3	18	-1%	?	1%	?	-5%	-22	0%[9.22 µM]
C=CCN1C(c2ccccc2)=CS/C1=C(\C#N)c1nnc2n1CCCCC2	0	21	-12%	5%	-5%	?	5%	-17	2%
O=C(CSCc1ccco1)Nc1cc(C(F)(F)F)ccc1N1CCOCC1	-7	-12	-1%	8%	-3%	?	-6%	-1	-3%

An excerpt from above, showing only D3 ag, DRD3 antagonist and KB-3-1 tox:
| SMILES | D3 ag | DRD3 antagonist | KB-3-1 tox |
| --- | --- | --- | --- |
| CCOC(=O)N1CCN(c2cc(N3CCN(CC)CC3)c(F)cc2[N+](=O)[O-])CC1C (stereo not drawn) | -7 | -10 | -2% |
| CC1(c2ccc(OC(F)F)cc2)NC(=O)N(CC(=O)NC2CCCC2)C1=O (stereo not drawn) | 1 | -17 | 1% |
